Screening data deposited in PubChem BioAssay by The Scripps Research Institute Molecular Screening Center.
TbREL1 primary: TbREL1 inhibition, primary screen; inhibition, % at 9.66 µM; actives 0.49% (n = 89,000); P86926; TbREL1 RNA ligation, FRET fluorescence;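 active means inhibition above the mean inhibition across all screened compounds plus 3 SD, cut at about 11% in these data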;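 further: 0% = plate median of test wells and 100% = NSC42067 control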
Target sequence (P86926 whole entry, looked up): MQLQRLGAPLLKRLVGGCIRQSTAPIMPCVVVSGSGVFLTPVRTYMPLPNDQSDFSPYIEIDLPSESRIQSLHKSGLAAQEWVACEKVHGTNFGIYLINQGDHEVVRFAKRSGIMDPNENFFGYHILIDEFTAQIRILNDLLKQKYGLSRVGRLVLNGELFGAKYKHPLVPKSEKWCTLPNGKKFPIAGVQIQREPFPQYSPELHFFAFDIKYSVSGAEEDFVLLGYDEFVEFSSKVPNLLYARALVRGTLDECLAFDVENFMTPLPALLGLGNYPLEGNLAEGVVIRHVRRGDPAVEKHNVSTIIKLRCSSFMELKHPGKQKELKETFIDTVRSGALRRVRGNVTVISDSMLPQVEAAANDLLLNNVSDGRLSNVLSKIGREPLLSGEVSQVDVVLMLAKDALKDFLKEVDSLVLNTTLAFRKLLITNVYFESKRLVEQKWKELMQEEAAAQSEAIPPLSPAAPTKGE
Numbers without * were called inactive. This is a subset, so the mix of outcomes need not match the whole.

smiles	TbREL1 primary
N#CC1=C(N)Oc2n[nH]c(-c3cccs3)c2C1c1ccoc1 (stereo unspecified)	3
CCCOC(=O)CC1C(=O)NCCN1Cc1ccc(F)cc1 (stereo unspecified)	0
O=C(NCc1cccc(C(F)(F)F)c1)N1CCN(S(=O)(=O)c2ccccc2F)CC1	1
Cc1cc2ccccc2n1CCNCc1c(C(=O)N2CCOCC2)nc2ccccn12	-4
COc1cc(-n2c(C)nc3cc(C(=O)N4CCN(C(C)=O)CC4)ccc32)cc(OC)c1OC	1
O=C(COc1cccc(Cl)c1Cl)NC1CC1	2
Cc1ccc(OC(=O)c2ccc(S(=O)(=O)N(C)C)cc2)c(-n2nc3ccccc3n2)c1	-1
O=C(O)c1ccc2c(c1)C1C=CCC1C(c1ccncc1)N2 (stereo unspecified)	2
CCCC1CCC2(CC1)CCC2OC(=O)Nc1ccccc1C (stereo unspecified)	5
CSc1ccc(S(=O)(=O)N2CCC(C(=O)NCCc3ccccc3)CC2)cc1	3
Cc1noc(C)c1COc1ccc(CC(=O)NCCc2ccccn2)cc1	-2
O=C(CSc1nc2ccccc2n1Cc1ccccc1)N/N=C/c1ccco1	0
COc1nc(-c2ccc(Cl)cc2)ccc1-c1noc(-c2cccs2)n1	0
CCN(Cc1nc(-c2ccc(OC)cc2)no1)C(=O)c1ccc2c(c1)OCO2	-1
CN(Cc1cn(C)nc1-c1ccc(Oc2ccccc2)cc1)C1CCOC1 (stereo unspecified)	-1
O=C(NCC(c1ccco1)N1CCCC1)c1cccc(NS(=O)(=O)c2ccc(Br)cc2)c1 (stereo unspecified)	-2
CCOc1cc(C(=O)N(C)Cc2cc3ccccc3[nH]c2=O)cc(OCC)c1OCC	0
Cc1cccc(-c2nc(CS(=O)CC(=O)NCc3ccco3)c(C)o2)c1 (stereo unspecified)	0
Cc1cc(C)nc(Nc2ccccc2Br)n1	0
CC(=O)n1cc([C@@H]2C=C(C(=O)Nc3ccccc3)O[C@H](OCCCCO)C2)c2ccccc21	-3
Cc1ccc(SCC(=O)O/N=C(\N)c2ccc([N+](=O)[O-])cc2)cc1	5
COc1ccc(CCN2CC(C(=O)Nc3cccc(C(C)=O)c3)CC2=O)cc1OC (stereo unspecified)	-2
O=C1CCc2cc(S(=O)(=O)N3CCC(C(=O)NC4CCCC4)CC3)ccc2N1	1
CCn1c(CN2CCN(Cc3ccc(C)cc3)C(CCO)C2)nc2ccccc21 (stereo unspecified)	-4
O=C1NCCN/C1=C\C(=O)c1ccc(Br)cc1	-1
CC1CCC2C(=O)N(c3ccc(NC4CCN(Cc5ccccc5)CC4)c([N+](=O)[O-])c3)C(=O)C2C1 (stereo unspecified)	5
CCOc1ccc(C2c3c(oc4ccccc4c3=O)C(=O)N2c2ccc(C)cn2)cc1OC (stereo unspecified)	6
COc1ccc(/C(N)=N/OC(=O)C2CCCCC2)cc1	0
N=c1c2c(ncn1Cc1ccco1)Oc1cc(O)ccc1C2c1ccccc1 (stereo unspecified)	1
CCSC1OC(C(COC(C)=O)OC(C)=O)C(OC(C)=O)C1NC(C)=S (stereo unspecified)	-3
O=C(NNc1cc(Cl)cc(Cl)c1)c1c(F)cccc1Cl	4
COCCn1c(=NC(=O)c2cc(Cl)sc2Cl)sc2cc(S(N)(=O)=O)ccc21	-2
O=C(O)C1CC=CCC1C(=O)Nc1cc(Cl)ccc1Cl (stereo unspecified)	1
CCOC(=O)c1ccc2nc(C)c(CCC(C)=O)c(Cl)c2c1	2
CCCC1=C(C(=O)OCC)C(c2ccc(N(C)C)cc2)n2ncnc2N1 (stereo unspecified)	-7
CCCCOc1ccc(OCCNC(=O)C2CCCN2C(=O)Nc2ccccc2)cc1 (stereo unspecified)	4
COc1ccc(CCNC(=O)C2CCN(S(=O)(=O)N3CCC(C)CC3)CC2)cc1OC	-2
O=C(O)C1CC(c2ccccc2)=Nc2ccccc2S1 (stereo unspecified)	-1
COC(=O)c1cc(-c2ccccc2)n(CCN)c1C	-2
CC(C)NC(=O)NNc1c(Cl)cncc1Cl	1
O=C(CSc1nnc(-c2ccccc2)n1-c1ccc(Cl)cc1)Nc1ccc(OCc2ccccc2)cc1	0
COc1cc(S(=O)(=O)Nc2ccccc2N2CCCCC2)ccc1NC(C)=O	4
CS(=O)(=O)c1ccccc1C(=O)Nc1cc2c(cc1C(=O)O)OCCCO2	1
CC(C)OC(=O)CSc1nnc(Cc2ccccc2)n1CC1CCCO1 (stereo unspecified)	-2
O=C(Cn1nnc(-c2ccccc2NC(=O)c2ccccc2)n1)Nc1ccc2c(c1)OCCO2	2
O=C(Nc1c(Cl)cc(Cl)cc1C(=O)NCCN1CCOCC1)c1ccc(Cl)cc1Cl	6
O=C(Nc1ccc(Cl)cc1)C1CCCN1C(=O)NCc1ccccc1 (stereo unspecified)	-2
COc1ccc(C2=NCC(CSc3nccc(=O)[nH]3)S2)cc1 (stereo unspecified)	1
CC1=CC(=C(C#N)C#N)C=C(C)N1CCN1CCN(C(=O)Nc2ccc(Cl)c(Cl)c2)CC1	-1
Cc1ccc(NC(=O)c2cc(S(=O)(=O)N3CCCCC3)ccc2N2CCOCC2)cc1	-3

Following part:
smiles	TbREL1 primary
Cc1cc(C(=O)CSc2nc(N)cc(=O)[nH]2)c(C)n1-c1cccc(F)c1	4
CC(=O)Nc1ccc(NC(=S)Nc2ccc(Br)cc2)cc1	7
COCCN(Cc1ccc(OC)cc1)c1c(C)nc2ccc(C(=O)Nc3ccc(NC(C)=O)cc3)cn12	-3
CCOc1ccc(C2NC(=O)c3n[nH]c(C)c32)cc1 (stereo unspecified)	2
Cc1c(NC(=S)NC(=O)C(C)(C)C)c(=O)n(-c2ccccc2)n1C	2
COCCn1c(N)c(Sc2ccccc2[N+](=O)[O-])c(=O)[nH]c1=O	-1
C=CCSc1nc(C)cc(/C=C\c2ccccc2)c1C#N	4
COc1ccc(CCN2C(=O)c3ccccc3C2(O)c2ncc[nH]2)cc1OC (stereo unspecified)	5
Cc1onc(C(=O)N2CCN(C(c3ccc(Cl)cc3)c3ccc(Cl)cc3)CC2)c1[N+](=O)[O-]	-2
CCOc1ccc(NC(=O)CN(C)C(=O)Cn2cnc3c2c(=O)n(C)c(=O)n3C)cc1OCC	-3
Cc1ccc(NC(=O)COC(=O)c2ccc([N+](=O)[O-])o2)cc1S(=O)(=O)N1CCCCCC1	0
COC(=O)c1ccc2nc(NC(=O)COC(=O)CSc3nc(C)cc(C)n3)sc2c1	-1
O=C1C=C(c2ccc(F)nc2)C[C@@H](c2ccc3c(c2)OCO3)C1	8
O=C(NCc1ccccn1)Nc1ccc(Cl)c(Cl)c1	1
Nn1c(SCC(=O)Nc2ccccc2-c2ccccc2)nnc1-c1n[nH]c2c1CCC2	7
C[C@H]1CN([C@@H](C)CO)S(=O)(=O)c2ccc(Br)cc2O[C@H]1CN(C)C(=O)Cc1ccccn1	3
COc1ccccc1C(=O)N(Cc1cccs1)C1CCS(=O)(=O)C1 (stereo unspecified)	0
COc1ccccc1/C=C/C(=O)NCC(=O)N/N=C(/C)c1ccco1	4
CN(C)C(=O)CN(c1ccc(F)c(Cl)c1)S(C)(=O)=O	-1
COc1ccc(/C=N/Nc2nc3ccccc3c(=O)[nH]2)cc1	0
CC1CCc2sc(C(=O)NNC(=S)NCC3CCCO3)cc2C1 (stereo unspecified)	-2
COc1ccc(CNC(=O)CCNS(=O)(=O)c2ccc(NC(C)=O)cc2)cc1OC	1
COc1ccc(-c2n[nH]c(=S)n2-c2cc(OC)ccc2OC)cc1	-3
CC(=O)N1CCOc2cc(S(=O)(=O)NCc3ccc(F)cc3)c(C)cc21	1
CCOC(=O)CC1NCCc2c1[nH]c1ccc(OC)cc21 (stereo unspecified)	0

Some of these compounds in order of number of heavy atoms, largest number first.
smiles	TbREL1 primary
Cc1ccc(NC(=O)COC(=O)c2ccc([N+](=O)[O-])o2)cc1S(=O)(=O)N1CCCCCC1	0
Cc1c(NC(=S)NC(=O)C(C)(C)C)c(=O)n(-c2ccccc2)n1C	2
CCOC(=O)CC1NCCc2c1[nH]c1ccc(OC)cc21 (stereo unspecified)	0

Remaining list, next part.
smiles	TbREL1 primary
O=C(NC1CCCCC1)C(c1ccc2ncccc2c1)N(Cc1ccc(F)cc1)C(=O)c1cccs1 (stereo unspecified)	2
O=C1COc2ccc(C(=O)CSc3nnc(Cc4cccs4)n3-c3ccc(Cl)cc3)cc2N1	-2
Cn1c(SCC(=O)Nc2ccc(Cl)cc2F)nnc1-c1ccco1	1
COc1cccc(CNC(=O)CCS(=O)(=O)c2cccc3nonc23)c1	2
CCN1C(=O)N[C@@H](c2cccc(C(F)(F)F)c2)[C@H](C(C)=O)[C@H]1C	-2
O=C(Cc1ccccc1)Oc1coc(CSc2ncccn2)cc1=O	-2
O=C(Nc1ccccc1)c1cccnc1N1CCCC1	1
NNc1nc(-c2ccccc2)c2cc(Cl)ccc2n1	6
COc1cc2c(cc1OC)[C@@]1(c3ccccc3)CCCC[C@H]1[C@@H]2NC(=O)C(F)(F)F	0
CCc1nc2ccc(C(=O)Nc3cccc(OC)c3)cn2c1N(CC)CCN(C)C	-2
C[C@H](N)C(=O)NC[C@H]1O[C@@H](n2cnc3c(N)ncnc32)[C@H](O)[C@@H]1O	1
CN(CC12CC3CC(CC(C3)C1)C2)C(=O)c1ccco1	0
COCCN(CCOC)S(=O)(=O)c1ccc(C(=O)Nc2nc3c(s2)CCc2ccccc2-3)cc1	-5
N/C(=N\N=C\c1ccnc2ccccc12)SC1CC(=O)N(c2ccc(Br)cc2)C1=O (stereo unspecified)	5
C[C@H]1CN([C@@H](C)CO)C(=O)c2c(c3ccccc3n2C)-c2ccccc2CO[C@H]1CN(C)C(=O)[C@@H]1CCCN1C	-2
NC(CSCc1ccccc1Cl)C(=O)O (stereo unspecified)	2
Cc1ccc(C2NC(=O)c3[nH]nc(-c4ccccc4)c32)cc1 (stereo unspecified)	2
O=C1CN(c2nc(-c3cccnc3)nc3sc4c(c23)CCCC4)CCN1	2
CC(Sc1nc2sc3c(c2c(=O)n1-c1ccccc1)CCCC3)C(=O)O (stereo unspecified)	4
N#Cc1cccc(C(=O)OCC(=O)c2ccc3c(c2)NC(=O)CO3)c1	-1
CN(Cc1ccc(C(C)(C)C)cc1)C(=O)C1CSC2(C)CCC(=O)N12 (stereo unspecified)	-1
COc1ccc(CCN(Cc2ccccn2)C(=S)Nc2ccccc2C)cc1OC	-6
O=C(c1ccco1)N1CCCN(Cc2nc(-c3ccc4c(c3)OCO4)no2)CC1	-2
O=C(Nc1cccc(Cl)c1)c1nc[nH]c1C(=O)NCCN(CCNC(=O)c1[nH]cnc1C(=O)Nc1cccc(Cl)c1)CCNC(=O)c1[nH]cnc1C(=O)Nc1cccc(Cl)c1	1
CC(=O)c1cccc(NC(=O)C2C3C=CC(C3)C2C(=O)O)c1 (stereo unspecified)	0
COc1ccc(S(=O)(=O)Nc2cccc(-c3ccc4nncn4n3)c2)c(OC)c1	-1
CC(C)(C)C(=O)N1CCN(c2ccc([N+](=O)[O-])c(NCC3CCCO3)c2)CC1 (stereo unspecified)	-2
COc1ccc(S(=O)(=O)N2CCCCC2)cc1NC(=O)c1ccc(Cl)nc1	-3
COC(=O)C1=C(C)N(Cc2ccccc2C(F)(F)F)C(=NCc2ccccc2)NC1CCc1ccccc1 (stereo unspecified)	21*
Nc1[nH]c2cc(C(F)(F)F)ccc2c1C(=O)NCc1ccc(F)cc1	7
CC(=O)N1CCN(c2ccc(Oc3ncnc4sccc34)cc2)CC1	-3
CCOc1ccc(C=Nn2c(-c3cccc(OC(C)C)c3)n[nH]c2=S)cc1	-5
CC(=O)c1ccc(S(=O)(=O)Nc2c(C)nn(C)c2C)cc1	4
COc1cc(C(=O)NC2CCN(C)CC2)ccc1Nc1ncc2c(n1)N(C1CCCCC1)CCC(=O)N2C	6
O=C(NCCCN1CCOCC1)C1CCCN(S(=O)(=O)N2CCCCC2)C1 (stereo unspecified)	0
CCCN(C(=O)CSc1ncccn1)C1CCS(=O)(=O)C1 (stereo unspecified)	-2
Cc1ccc(NC(=O)CCC(=O)N/N=C/c2coc3ccc(F)cc3c2=O)cc1	1
COC(=O)c1c(NC(=S)Nc2cc(OC)c(Cl)cc2OC)sc2c1CCCCC2	-3
Nc1nc(SCc2ccc(Cl)cc2)[nH]c(=O)c1-c1ccccc1	3
Cc1ccc(C(c2ccc(C)c(C)c2)C(O)C2OC(=O)C(O)C2O)cc1C (stereo unspecified)	-3
COc1ccc(CC(=O)OCC(=O)N(CC(C)C)c2c(N)n(Cc3ccccc3)c(=O)[nH]c2=O)cc1	-3
COc1ccc(S(=O)(=O)NCC2CCCN(C(=O)c3cccnc3C)C2)cc1 (stereo unspecified)	-3
COc1ccc(S(=O)(=O)Nc2ccc3c(c2)C(=O)N([C@H](C)CO)C[C@H](C)[C@@H](CN(C)S(=O)(=O)c2c(C)noc2C)O3)cc1	-2
Cc1ccc(S(=O)(=O)N2CC(C)C(=O)CC2C)cc1 (stereo unspecified)	2
COc1ccc(NC(=O)OCCN2CCCC23CCC(c2ccccc2)CC3)cc1 (stereo unspecified)	0
CN(C(=O)COC(=O)c1ccc(Cl)c(N)c1)c1ccccc1	-2

3 compounds from above, ordered by the number in TbREL1 primary, rising:
smiles	TbREL1 primary
COc1ccc(CCN(Cc2ccccn2)C(=S)Nc2ccccc2C)cc1OC	-6
COc1ccc(C2=NCC(CSc3nccc(=O)[nH]3)S2)cc1 (stereo unspecified)	1
CSc1ccc(S(=O)(=O)N2CCC(C(=O)NCCc3ccccc3)CC2)cc1	3
